OX1R antagonist: OX1R (HCRTR1) antagonists, primary screen, fluorescence, CHO/OX1R cells, Fluo-8 calcium, orexin A; Orexin/Hypocretin receptor type 1 (Homo sapiens), O43613; Fluo-8 calcium fluorescence; inhibition, % at 5 µM; hit rate 0.43% among 330,000; AID 434989, 2010;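 active = inhibition above its plate's threshold, mean inhibition of all tested compounds on the plate plus 3 SD, cut at about 37% in these data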;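 also: 0% = orexin A challenge wells and 100% = SB-334867-A antagonist wells; not every result past the cut was called active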
Target sequence (O43613 whole entry, looked up): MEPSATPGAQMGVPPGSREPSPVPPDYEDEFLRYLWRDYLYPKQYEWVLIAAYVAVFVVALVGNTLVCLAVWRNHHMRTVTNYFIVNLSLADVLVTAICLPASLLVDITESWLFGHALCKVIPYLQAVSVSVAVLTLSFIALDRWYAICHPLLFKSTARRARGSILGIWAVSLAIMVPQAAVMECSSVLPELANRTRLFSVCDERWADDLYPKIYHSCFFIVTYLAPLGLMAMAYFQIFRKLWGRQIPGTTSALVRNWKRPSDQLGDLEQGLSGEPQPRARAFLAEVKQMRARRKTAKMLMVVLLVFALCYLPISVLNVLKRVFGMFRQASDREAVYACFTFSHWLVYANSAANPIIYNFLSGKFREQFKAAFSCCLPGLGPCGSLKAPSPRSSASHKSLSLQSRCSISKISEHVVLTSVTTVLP
CHT allo act: CHT positive allosteric modulators, primary screen, cell-based, membrane potential dye, choline EC20; B-score at 10 µM; hit rate 0.49% among 310,000; CHT-expressing cells; hits give high values; LV-AA mutant CHT in HEK293 cells; AID 488977, 2010; High affinity choline transporter 1 (Homo sapiens), Q9GZV3;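 active = initial fluorescence not abnormally high and integrated response B-score, plate-corrected, over 3 SD above library mean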
Target sequence (Q9GZV3 whole entry, looked up): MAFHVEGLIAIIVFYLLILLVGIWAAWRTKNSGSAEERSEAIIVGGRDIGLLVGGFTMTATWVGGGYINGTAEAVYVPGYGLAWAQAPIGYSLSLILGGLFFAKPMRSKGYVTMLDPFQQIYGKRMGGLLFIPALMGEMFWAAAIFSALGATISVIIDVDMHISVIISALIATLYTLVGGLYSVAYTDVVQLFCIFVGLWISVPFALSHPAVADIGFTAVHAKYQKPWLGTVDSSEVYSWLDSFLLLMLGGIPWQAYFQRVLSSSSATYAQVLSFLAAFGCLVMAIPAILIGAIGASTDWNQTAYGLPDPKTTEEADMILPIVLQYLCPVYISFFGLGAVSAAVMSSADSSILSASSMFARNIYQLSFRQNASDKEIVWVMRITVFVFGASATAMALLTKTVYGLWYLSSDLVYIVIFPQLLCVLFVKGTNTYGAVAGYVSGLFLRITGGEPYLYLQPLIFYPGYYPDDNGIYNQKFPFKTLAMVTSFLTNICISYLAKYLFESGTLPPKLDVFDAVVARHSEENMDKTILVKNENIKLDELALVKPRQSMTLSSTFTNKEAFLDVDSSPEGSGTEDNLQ
* hit, by the source's call. Not a hit list; any-hit rate near 0.83%.

Results for Cc1c(NC(=O)C2CCN(S(=O)(=O)c3ccccc3)CC2)c(=O)n(-c2ccccc2)n1C ?
OX1R antagonist: -3.4; CHT allo act: inactive

What do the screens show for `O=C(c1ccco1)N1CCCN(Cc2nc(-c3cccs3)no2)CC1`?
OX1R antagonist: -17.2; CHT allo act: inactive

How did CN(CC(=O)N(C)CC(=O)Nc1c(Cl)cccc1Cl)Cc1ccc(Br)s1 do in these assays?
OX1R antagonist: -21.7

How did Cc1cccc(OCc2ccc(C(=O)Nc3cc(C)on3)o2)c1 do in these assays?
OX1R antagonist: -10.4; CHT allo act: inactive

How did O=C(NCCN1CCCC1)c1ccc(Cn2c(=S)[nH]c3cc4c(cc3c2=O)OCO4)cc1 do in these assays?
OX1R antagonist: -20.0; CHT allo act: inactive

What do the screens show for `Cc1cc(NC(=O)c2cc(-c3ccccn3)nc3ccc(Br)cc23)no1`?
OX1R antagonist: -9.3; CHT allo act: inactive

How did FC(F)(F)c1cc(-c2cccs2)nc(N2CCOCC2)n1 do in these assays?
OX1R antagonist: -30.3; CHT allo act: inactive

How did CCCCNC(=O)c1nn2cc(Br)cnc2c1Br do in these assays?
OX1R antagonist: -16.6; CHT allo act: inactive

Results for O=C(CSc1nnc(-c2cccnc2)n1-c1ccc(F)cc1)NCc1ccc2c(c1)OCO2 ?
OX1R antagonist: -40.8; CHT allo act: inactive

What do the screens show for `COc1ccc(N(CC(=O)NC2CCCCC2)C(=O)CNC(=O)c2ccco2)cc1`?
OX1R antagonist: 0.8; CHT allo act: inactive

Results for O=C(CNCc1ccccc1Cl)Nc1ccc2c(c1)OCCO2 ?
OX1R antagonist: -15.8; CHT allo act: inactive

What do the screens show for `CCCc1c(C)nc(N2CCN(c3ccc(F)cc3)CC2)[nH]c1=O`?
OX1R antagonist: -10.1; CHT allo act: inactive

Results for COc1cc(/C=C/C(=O)Nc2cc(S(=O)(=O)N3CCOCC3)ccc2N2CCCC2)cc(OC)c1OC ?
OX1R antagonist: -7.8; CHT allo act: inactive

How did C[C@H](CO)N1C[C@H](C)[C@H](CN(C)CC2CCCCC2)Oc2ccc(NS(=O)(=O)c3ccc(F)cc3)cc2CC1=O do in these assays?
OX1R antagonist: -17.3

Results for CCNC(=S)SCCOc1ccccc1C ?
OX1R antagonist: -7.1; CHT allo act: inactive

How did COc1ccc(-c2noc(CSc3nc(N)cc(=O)[nH]3)n2)cc1 do in these assays?
OX1R antagonist: 5.8; CHT allo act: inactive

How did O=C(CSc1ccc(Br)cc1)Nc1ccc(N2CCOCC2)cc1 do in these assays?
OX1R antagonist: -0.6; CHT allo act: inactive

Results for Cc1ccc(-c2ccc(=O)n(CC(=O)N3CCN(c4cccc(C)c4)C(C)C3)n2)cc1 (configuration not stated) ?
OX1R antagonist: -36.0; CHT allo act: inactive

What do the screens show for `CCCCCc1cc(OC)cc2c1C(=O)OC(C)(C)O2`?
OX1R antagonist: -22.0

Results for CC(C)c1cccc(OCCN2CCCC2)c1 ?
OX1R antagonist: -6.4; CHT allo act: inactive

Results for CN1CCN(c2nc(-c3cccc([N+](=O)[O-])c3)nc3ccccc23)CC1 ?
OX1R antagonist: -22.9; CHT allo act: inactive

What do the screens show for `O=C(NC12CC3CC(CC(C3)C1)C2)c1ccc(N2CCNCC2)c([N+](=O)[O-])c1`?
OX1R antagonist: -10.7; CHT allo act: inactive

What do the screens show for `COc1ccc(-c2nc(CS(=O)(=O)CC(=O)NCc3ccccc3Br)c(C)o2)cc1`?
OX1R antagonist: -8.7; CHT allo act: inactive

What do the screens show for `Cc1ccc2c(c1)CCCN2C(=O)c1ccoc1C`?
OX1R antagonist: 4.6; CHT allo act: inactive

What do the screens show for `O=C(NCc1ccc(Cl)cc1)C1CCC(CNS(=O)(=O)c2ccccc2)CC1` (configuration not stated)?
OX1R antagonist: -10.2; CHT allo act: inactive

Results for NC(N)=NCC(O)CN(c1ccccc1)c1ccccc1 (configuration not stated) ?
OX1R antagonist: -2.7; CHT allo act: inactive

What do the screens show for `COc1ccc(OC)c(C(=O)c2ccc(Cl)cc2)c1`?
OX1R antagonist: -9.7; CHT allo act: inactive

What do the screens show for `Cc1cc2ncn(C(=O)c3ccc(F)cc3)c2cc1C`?
OX1R antagonist: 22.3; CHT allo act: inactive

Results for CC(C)c1nc(N2CCOCC2)c(C#N)c2c1COC(C)(C)C2 ?
OX1R antagonist: -37.3; CHT allo act: inactive

How did COCCSc1nnc(NC(=O)C2CCCCC2)s1 do in these assays?
OX1R antagonist: -23.8; CHT allo act: inactive

What do the screens show for `NS(=O)(=O)c1ccc(NC(=O)CN2CCN(S(=O)(=O)/C=C/c3ccccc3)CC2)cc1`?
OX1R antagonist: -9.1; CHT allo act: inactive

How did Cc1nnc(N/N=C/c2ccccc2F)n1N do in these assays?
OX1R antagonist: -5.4; CHT allo act: inactive

Results for COc1cccc(CC2(CO)CCCN(Cc3ccc4c(c3)OCCO4)C2)c1 (configuration not stated) ?
OX1R antagonist: -18.9; CHT allo act: inactive

How did CCOC(=O)Cc1ncccc1C(=O)Nc1ccc(OC(F)(F)F)cc1 do in these assays?
OX1R antagonist: -28.0; CHT allo act: inactive

Results for O=C(NC(=S)Nc1ccc(S(=O)(=O)Nc2nccs2)cc1)c1ccccc1 ?
OX1R antagonist: 11.3; CHT allo act: inactive

How did COc1cc(OC)c2c(-c3ccccc3)cc(=O)oc2c1C(CCN1CCCC(C)C1)c1ccc(N(C)C)cc1 (configuration not stated) do in these assays?
OX1R antagonist: -4.4; CHT allo act: inactive

Results for O=C(COc1ccc(S(=O)(=O)N2CCOCC2)cc1Cl)NC1CC1 ?
OX1R antagonist: -0.7; CHT allo act: inactive

Results for Cc1cnc(C(=O)OCC(=O)c2cccc3ccccc23)cn1 ?
OX1R antagonist: -14.8; CHT allo act: inactive

What do the screens show for `O=C1c2cccc3c([N+](=O)[O-])ccc(c23)C(=O)N1c1nccs1`?
OX1R antagonist: 19.9; CHT allo act: inactive

Results for COc1cc(OC)cc(C(=O)N[C@H](C(=O)Nc2ccc3c(c2)OCO3)C(C)C)c1 ?
OX1R antagonist: -33.8; CHT allo act: inactive

What do the screens show for `CCCCSCCCNC(=O)Nc1cccc(OC)c1`?
OX1R antagonist: -17.3; CHT allo act: inactive

What do the screens show for `Cc1ccc(N2C(=O)CCC2(C(N)=O)c2ccccc2)cc1` (configuration not stated)?
OX1R antagonist: -2.1; CHT allo act: inactive

What do the screens show for `CCOC(=O)N1CCN(C(=O)COC(=O)c2ccc(S(=O)(=O)N(CC)CC)cc2)CC1`?
OX1R antagonist: -8.5; CHT allo act: inactive

Results for O=C(CSc1nnc(-c2ccco2)o1)NCCc1ccccc1 ?
OX1R antagonist: -8.6

What do the screens show for `O=C(c1cc(-c2ccc(F)cc2)nc2ccccc12)N1CCN(C2CCS(=O)(=O)C2)CC1` (configuration not stated)?
OX1R antagonist: -30.2

The final five compounds of the part above come first, to join the parts:
What do the screens show for `CCCCSCCCNC(=O)Nc1cccc(OC)c1`?
OX1R antagonist: -17.3; CHT allo act: inactive

What do the screens show for `Cc1ccc(N2C(=O)CCC2(C(N)=O)c2ccccc2)cc1` (configuration not stated)?
OX1R antagonist: -2.1; CHT allo act: inactive

What do the screens show for `CCOC(=O)N1CCN(C(=O)COC(=O)c2ccc(S(=O)(=O)N(CC)CC)cc2)CC1`?
OX1R antagonist: -8.5; CHT allo act: inactive

Results for O=C(CSc1nnc(-c2ccco2)o1)NCCc1ccccc1 ?
OX1R antagonist: -8.6

What do the screens show for `O=C(c1cc(-c2ccc(F)cc2)nc2ccccc12)N1CCN(C2CCS(=O)(=O)C2)CC1` (configuration not stated)?
OX1R antagonist: -30.2

What do the screens show for `CC(=O)c1cccc(Nc2nc(-c3sc(C)nc3C)cs2)c1`?
OX1R antagonist: -14.9; CHT allo act: inactive

What do the screens show for `CCOc1cc(N2CCOCC2)c(OCC)cc1NC(=O)Cc1cccc(OC)c1`?
OX1R antagonist: -32.2; CHT allo act: inactive

Results for Nc1ncc2c(n1)-c1cc(Cl)ccc1SC2 ?
OX1R antagonist: -8.1; CHT allo act: inactive

Results for O=C(NCc1ccccc1)c1cccc(COc2ccccc2Cl)c1 ?
OX1R antagonist: 21.0; CHT allo act: inactive

Results for CCOc1cc(S(=O)(=O)N2CCN(S(=O)(=O)CC)CC2)c(OCC)cc1-n1cnnn1 ?
OX1R antagonist: -0.7; CHT allo act: inactive

How did Cc1cccc(N2C(=O)C3C4CC(C(Br)C4Br)C3C2=O)n1 (configuration not stated) do in these assays?
OX1R antagonist: -4.4; CHT allo act: inactive

What do the screens show for `COc1ccc(CNC(=O)CCSCc2ccccc2C)cc1`?
OX1R antagonist: -13.5; CHT allo act: inactive

What do the screens show for `COc1ccc(Cc2nc(C)cc(Cl)n2)cc1[N+](=O)[O-]`?
OX1R antagonist: -19.9; CHT allo act: inactive

What do the screens show for `CCN1/C(=C2\OC(=S)N(C)C2=O)C=Cc2ccccc21`?
OX1R antagonist: -11.8; CHT allo act: inactive

Results for CC(C)NC(=O)COc1coc(CN2CCN(Cc3ccccc3)CC2)cc1=O ?
OX1R antagonist: -4.2; CHT allo act: inactive

What do the screens show for `COc1ccc(NC(=O)C2CC2)cc1NS(=O)(=O)c1ccc(F)cc1`?
OX1R antagonist: -23.4; CHT allo act: inactive

How did CN(C)CCN[C@H]1CCC2C3CC=C4C[C@@H](O)CC[C@]4(C)C3CC[C@@]21C (some centres not stated) do in these assays?
OX1R antagonist: -9.6

Results for Cc1nc(C)c(C(=O)C2=C(O)C(=O)N(CCN3CCOCC3)C2c2cccnc2)s1 (configuration not stated) ?
OX1R antagonist: -13.2; CHT allo act: inactive

How did Cc1cc(=O)oc(C)c1C(=O)Nc1cccc2ccccc12 do in these assays?
OX1R antagonist: -15.5; CHT allo act: inactive

What do the screens show for `O=C(N/C=C/c1ccco1)Nc1cccc(Cl)c1`?
OX1R antagonist: -3.7; CHT allo act: inactive

How did COc1ccc(NC(=O)CN(C)C2=NS(=O)(=O)c3ccccc32)cc1Cl do in these assays?
OX1R antagonist: 1.7

What do the screens show for `CC1=Nn2c(nnc2-c2ccc(F)cc2)SC1`?
OX1R antagonist: 1.4; CHT allo act: inactive

Results for Cc1onc(-c2ccccc2)c1C(=O)N/N=C/c1ccc([N+](=O)[O-])s1 ?
OX1R antagonist: 1.1; CHT allo act: inactive

How did Cc1ccccc1-c1nc(CS(=O)CC(=O)NCCCN(C)c2ccccc2)c(C)o1 (configuration not stated) do in these assays?
OX1R antagonist: -20.0; CHT allo act: inactive

Results for Oc1ccc(N=Cc2ccc(O)c(O)c2)cc1 ?
OX1R antagonist: 9.0; CHT allo act: inactive

How did Cn1c(SCC(=O)c2ccc3c(c2)OCO3)nnc1-c1ccccn1 do in these assays?
OX1R antagonist: -42.3; CHT allo act: inactive

Results for COc1ccc(-n2c(-c3ccc(Br)cc3)c[n+]3c2SC(C)C3)cc1 (configuration not stated) ?
OX1R antagonist: -12.4; CHT allo act: inactive

Results for COC(=O)[C@]12C(=O)NC[C@H](CN1c1ccc(Cl)c(C)c1)N2C ?
OX1R antagonist: -18.2

Results for O=S(=O)(c1ccccc1)c1nc(-c2ccco2)oc1NCCCN1CCOCC1 ?
OX1R antagonist: -27.6; CHT allo act: inactive

How did CC(=O)Nc1ccc(NC(=O)CN(C)CC(=O)Nc2ccccc2Br)cc1 do in these assays?
OX1R antagonist: -11.7; CHT allo act: inactive

How did COc1ccccc1C(=O)NC(CCSC)C(=O)OC(C)C(=O)NC1CC1 (configuration not stated) do in these assays?
OX1R antagonist: -13.1; CHT allo act: inactive

How did CCN(c1cccc(C)c1)S(=O)(=O)c1ccc(-c2coc(C)n2)cc1 do in these assays?
OX1R antagonist: -7.1; CHT allo act: inactive

How did CCOC(=O)C1(CC)NC(c2ccco2)C2C(=O)N(C)C(=O)C21 (configuration not stated) do in these assays?
OX1R antagonist: -2.0; CHT allo act: inactive

How did O=C(CCS(=O)(=O)c1ccccc1)NC12CC3CC(CC(C3)C1)C2 do in these assays?
OX1R antagonist: -20.8; CHT allo act: inactive

What do the screens show for `CC1COc2ccccc2N1C(=O)c1ccccc1Cl` (configuration not stated)?
OX1R antagonist: -14.3; CHT allo act: inactive

How did Cc1ccc(NC(=O)N2CCCCCC2)c(C)c1 do in these assays?
CHT allo act: inactive

What do the screens show for `Cc1ccc(NC(=O)CSc2nnc(-c3ccco3)n2N)cc1F`?
OX1R antagonist: -30.4; CHT allo act: inactive

What do the screens show for `Cc1c(Nc2ccc3nonc3c2[N+](=O)[O-])c(=O)n(-c2ccccc2)n1C`?
OX1R antagonist: -32.1; CHT allo act: inactive

What do the screens show for `COCCN(C(=O)CCC(=O)Nc1cc(C)on1)C(C(=O)NC1CCCC1)c1ccccc1F` (configuration not stated)?
OX1R antagonist: -24.4; CHT allo act: inactive

How did CN(Cc1ccccc1)C(=O)COc1cc(Cl)ccc1Cl do in these assays?
OX1R antagonist: -15.5; CHT allo act: inactive

How did CC(C(=O)Nc1sc2c(c1C(=O)NCC1CCCO1)CCC2)N1C(=O)c2ccccc2C1=O (configuration not stated) do in these assays?
OX1R antagonist: -13.0; CHT allo act: inactive

How did COc1ccc(CC(=O)Oc2ccccc2Cl)cc1S(=O)(=O)N1CCOCC1 do in these assays?
OX1R antagonist: 5.7; CHT allo act: inactive

Results for COC(=O)[C@H](Cc1ccccc1)N(Cc1ccccc1)S(=O)(=O)N(Cc1ccccc1)[C@@H](Cc1ccccc1)C(=O)OC ?
OX1R antagonist: 4.9

3 entries already listed, ordered by length of the SMILES, largest number first.
What do the screens show for `Cc1c(Nc2ccc3nonc3c2[N+](=O)[O-])c(=O)n(-c2ccccc2)n1C`?
OX1R antagonist: -32.1; CHT allo act: inactive

How did COc1ccc(CC(=O)Oc2ccccc2Cl)cc1S(=O)(=O)N1CCOCC1 do in these assays?
OX1R antagonist: 5.7; CHT allo act: inactive

What do the screens show for `Cc1ccc(NC(=O)CSc2nnc(-c3ccco3)n2N)cc1F`?
OX1R antagonist: -30.4; CHT allo act: inactive

Screens from PubChem.
